All columns: NCI-60 one-dose screen, growth in % after 48 h at 10 µM unless noted; 100 = growth as untreated, 0 = no growth, -100 = all killed.
RPMI-8226: RPMI-8226 leukemia cells; hit rate 7.5% among 77,000; AID 1794781
HOP-62: HOP-62 NSCLC; hit rate 3.9% among 80,000
UACC-62: UACC-62 melanoma | hit rate 5.4% among 81,000 | AID 1794756
M14: M14 melanoma; hit rate 6.2% among 80,000
CCRF-CEM: CCRF-CEM leukemia | hit rate 7% among 77,000
HOP-92: HOP-92 NSCLC cells | hit rate 6.3% among 71,000
A549/ATCC: A549/ATCC NSCLC; hit rate 3.7% among 81,000
EKVX: EKVX NSCLC; hit rate 3% among 71,000
Numbers without * were called inactive; x = not tested or not shown; & = joins results of further samples. Rule for the calls: active = growth percent below 10; inactive = the rest.

(1) COc1cc(/C=C/C(=O)c2cccc(-n3cc(-c4ccc(Cl)cc4)[nH]c3=O)c2)cc(OC)c1OC
(2) C=C[C@@]1(C)CC(=O)[C@@]2(O)[C@](C)(O1)[C@@H](OC(C)=O)[C@@H](O)C1C(C)(C)CC[C@H](O)[C@@]12C (some centres not stated)
(3) C=C(C)C1CC=C(C)C(OCCN(CC)CC)C1 (configuration not stated)
(4) CC(=O)N=c1ccc2nc3c(cc(N)c4ccccc43)oc-2c1
(5) Cc1ccccc1-c1nnc(-c2cccc3ccccc23)o1
(6) O=C(NNc1nc2cc(F)ccc2n2cccc12)c1ccncn1
(7) O=C(/C=C/c1ccc(Cl)cc1Cl)c1cccc(OCCCCOc2cccc(C(=O)/C=C/c3ccc(Cl)cc3Cl)c2)c1
(8) CSc1ccc(C(=O)C[n+]2ccc3ccccc3c2)cc1
(9) Clc1cc(Br)c(Cl)cc1Br
(10) CCC(C)OC(=O)c1cc(-c2ccc(OC)cc2)nc2ccccc12 (configuration not stated)
screen / no.	1	2	3	4	5	6	7	8	9	10
M14	x	114	97	-69*	93	1.6*	96	88	99	104
CCRF-CEM	4.2*	125	105	-11*	89	8.9*	107	102	110	100
RPMI-8226	-27*	102	106	-20*	93	17	103	100	108	110
HOP-92	51	47	x	-57*	54	x	108	88	99	105
A549/ATCC	89	97	103	11	x	15	98	97	94	100
UACC-62	72	113	99	-61*	71	4.9*	81	97	106	79
HOP-62	86	88	103	1.2*	115	20	95	86	110	100
EKVX	65	102	x	2.4*	73	11	103	91	104	95

(11) C=C1CCC(C(=O)CC)Cc2nc(C)ccc21 (configuration not stated)
(12) CC(=O)OC1/C=C\CC/C=C\C1 (configuration not stated)
(13) O=C(O)c1ccc(-c2nn(-c3ccc(C(=O)O)cc3)cc2/C=N/Nc2nc(-c3ccc(O)cc3)cs2)cc1
(14) Cc1ccc(NS(=O)(=O)c2ccc(C)cc2)cc1
(15) COc1ccc(C(=O)C[n+]2ccncc2)cc1
(16) COc1ccc2cc(/C=C3\SC(=Nc4ccc(S(N)(=O)=O)cc4)NC3=O)c(Cl)nc2c1
(17) O=C(O)c1ccc(S)cc1
(18) O=C1c2cc(F)ccc2Oc2cc([N+](=O)[O-])ccc2N1c1ccc(I)cc1F
(19) O=[N+]([O-])c1cccc(C=Nc2ccc(/C=C/C3(CCl)OCCO3)cc2)c1
(20) O=C1CSC(c2cc3ccccc3[nH]c2=O)N1Cc1ccccc1 (configuration not stated)
screen / no.	11	12	13	14	15	16	17	18	19	20
M14	100	104	100	99&98	107	88	110	85	100	99
CCRF-CEM	85	103	106	97&92	94	101	105	102	74	102
RPMI-8226	105	101	105	95&83	102	108	102	104	108	107
HOP-92	84	93	108	97&100	99	88	103	106	110	95
A549/ATCC	100	100	105	107&88	88	98	96	88	100	103
UACC-62	92	101	101	99&91	104	99	107	87	112	103
HOP-62	95	x	112	93&98	95	92	103	99	98	114
EKVX	98	x	103	96	99	77	101	106	x	104

Record cards (already shown). Order of screens: M14 | CCRF-CEM | RPMI-8226 | HOP-92 | A549/ATCC | UACC-62 | HOP-62 | EKVX
COc1ccc2cc(/C=C3\SC(=Nc4ccc(S(N)(=O)=O)cc4)NC3=O)c(Cl)nc2c1 reads 88 | 101 | 108 | 88 | 98 | 99 | 92 | 77
Cc1ccccc1-c1nnc(-c2cccc3ccccc23)o1 reads 93 | 89 | 93 | 54 | x | 71 | 115 | 73
CC(=O)N=c1ccc2nc3c(cc(N)c4ccccc43)oc-2c1 reads -69* | -11* | -20* | -57* | 11 | -61* | 1.2* | 2.4*
COc1cc(/C=C/C(=O)c2cccc(-n3cc(-c4ccc(Cl)cc4)[nH]c3=O)c2)cc(OC)c1OC reads x | 4.2* | -27* | 51 | 89 | 72 | 86 | 65
O=C(O)c1ccc(-c2nn(-c3ccc(C(=O)O)cc3)cc2/C=N/Nc2nc(-c3ccc(O)cc3)cs2)cc1 reads 100 | 106 | 105 | 108 | 105 | 101 | 112 | 103

The list goes on:
(21) O=C(COc1ccc(NC(=O)Nc2ccc(Cl)cc2)cc1)N/N=C/c1ccccc1O
(22) COc1cc(OC)cc(-c2cncn2-c2ccc(-c3nc4cc(OC)cc(OC)c4s3)cc2)c1
(23) CCc1ccc(C2=C(Cl)C(=O)C(c3ccccc3)=C(Cl)C2=O)cc1
(24) O=C1CSC(=Nc2ccccc2F)N1c1ccccc1F
(25) O=C(O)c1ccc(-n2cc(CNc3cc(F)c(F)c(F)c3)c(-c3ccc(F)cc3)n2)cc1
(26) O=C(O)c1cc2cc(S(=O)(=O)O)ccc2cc1O
(27) O=C(CSc1nnc(Cn2c(C(F)(F)F)nc3ccccc32)o1)Nc1ccc(Cl)cc1
(28) O=C1CSC(c2cccc(O)c2)N1c1nnc(Cn2cnnc2)o1 (configuration not stated)
(29) O=C(/C=C/c1ccc(C(F)(F)F)cc1)Nc1ccc(C=C2c3ccccc3C(=O)c3ccccc32)cc1
(30) CC(=Nc1ccc(N(C)C)cc1)c1ccccc1
screen / no.	21	22	23	24	25	26	27	28	29	30
M14	113	39	93	105	x	95	56	86	59	66
CCRF-CEM	98	22	20	98	83	83	59	101	33	52
RPMI-8226	102	45	92	100	76	90	87	89	10	7.4*
HOP-92	95	x	x	94	108	89	110	70	56	31
A549/ATCC	94	45	104	93	78	105	58	111	45	45
UACC-62	92	59	90	101	65	92	37	90	52	68
HOP-62	97	80	99	95	113	94	87	85	79	54
EKVX	97	51	x	x	86	79	73	97	54	59

(31) CCn1cc(C(=O)O)c(=O)c2cc(F)c(N3CCN(S(=O)(=O)c4ccc(OC)c(OC)c4)CC3)cc21
(32) CCCCCCCCCCCCCCCC(=O)Cl
(33) NCCCC(C(=O)O)N(C(=O)OCc1ccccc1)C(=O)OCc1ccccc1 (configuration not stated)
(34) Cc1[nH]n(C(N)=S)c(=O)c1N=Nc1ccc(S(=O)(=O)N=C(N)N)cc1
(35) Clc1ccc(-c2ccc(N3CCCC3)nn2)cc1
(36) C[N+](C)(C)CCC#CC[N+]1(C)CCCC1
(37) CCC(=O)C(c1ccccn1)C(C)C (configuration not stated)
(38) CCOC(=O)N1C/C(=C/c2ccc(F)cc2)C(=O)/C(=C/c2ccc(F)cc2)C1
(39) COc1cc2c(c(OC)c1OC)C1(CCCO1)c1cccc(OC)c1-2 (configuration not stated)
(40) COC(=O)/C=C1/SC(=Nc2ccccc2)N(CCc2c[nH]c3ccccc23)C1=O
screen / no.	31	32	33	34	35	36	37	38	39	40
M14	44	111	118	180&118	x	98	95	-69*	102	103
CCRF-CEM	100	105	90	104	98	101	88	-1.2*	106	75
RPMI-8226	99	109	107	357&106	97	107	97	-29*	104	96
HOP-92	91	98	106	107	86	85	91	x	108	91
A549/ATCC	105	102	104	112&115	104	91	98	22	104	94
UACC-62	95	100	113	93&97	76	95	95	-57*	85	80
HOP-62	100	x	98	128&110	84	92	96	-13*	106	121
EKVX	x	116	x	111&105	x	96	94	x	101	100

(41) COc1ccc(Cl)cc1Cl
(42) COc1ccc(C(=O)CSc2nnc(-c3cc(-c4ccccc4)nc4ccccc34)o2)cc1
(43) O=C(Nc1nc(-c2ccccn2)cs1)c1ccccc1Br
(44) COc1cc(Nc2ncccc2C(=O)NCc2cn(Cc3cccc(Oc4ccccc4)c3)nn2)cc(OC)c1OC
(45) CC(/C=N/N1C(=O)c2ccccc2C1=O)c1ccccc1 (configuration not stated)
(46) COc1ccc(C(C)n2cc(-c3ccccc3)nn2)cc1OC1CCCC1 (configuration not stated)
(47) Nc1ccc(Cc2ccc([N+](=O)[O-])cc2)cc1
(48) CC/C(=C\c1ccc(O)c(O)c1)C(=O)NC1CCOC1O (configuration not stated)
(49) CCOC(=O)c1cnn(-c2nc(-c3ccc(F)cc3)c(C#N)c(N3CCOCC3)n2)c1N
(50) O=c1oc2ccccc2cc1-c1csc(N/N=C/c2cc3ccccc3nc2Cl)n1
screen / no.	41	42	43	44	45	46	47	48	49	50
M14	94	105	89	69	108	105	101	102	106	115
CCRF-CEM	89	112	76	x	110	71	54	84	93	111
RPMI-8226	115	121	83	56	98	65	x	87	103	108
HOP-92	x	113	x	72	x	72	91	89	99	97
A549/ATCC	99	98	78	78	88	92	92	89	94	93
UACC-62	98	98	78	47	111	73	93	104	91	92
HOP-62	95	97	88	95	112	98	111	103	111	109
EKVX	100	109	x	63	x	x	108	99	93	96

(51) CCOC(=O)Oc1c(OC)cc(C(=O)c2ccc(OC)c(OC(=O)CCl)c2OC)cc1OC
(52) C=C1C(=O)O[C@H]2[C@H]1CC/C(COC(=O)n1ccnc1C)=C\CC[C@@]1(C)O[C@@H]21
(53) N#CC(CCc1nc(N)nc(N)n1)(CCc1nc(N)nc(N)n1)c1ccccc1
(54) Cc1nn(-c2ccc(F)cc2)c2ncnc(Nc3ccc(NC(=O)Nc4c(Cl)cccc4Cl)cc3)c12
(55) CC(=O)Oc1cccc2ccccc12
(56) COc1ccc(C2=CC(c3ccc(Oc4ccnc5cc(Cl)ccc45)c(OC)c3)c3c(nc(OC)[nH]c3=O)N2)cc1 (configuration not stated)
(57) O=C(c1nc2ccccc2[nH]1)C1C(c2ccccc2)C2CC3CCCC[C@H]3N2[C@@]12C(=O)Nc1cc(Cl)ccc12 (some centres not stated)
(58) CCOC(=O)c1c(Cl)c2c(n1Cc1ccccc1)-c1oncc1CCC2
(59) CCC1=C(C)CN(C(=O)NCCc2ccc(S(=O)(=O)NC(=O)NC3CCC(C)CC3)cc2)C1=O (configuration not stated)
screen / no.	51	52	53	54	55	56	57	58	59
M14	-15*	91	97	129	102	83	54	55	102&109
CCRF-CEM	16	70	x	82	94	27	45	60	105&93
RPMI-8226	18	100	109	106	113	29	35	51	105&106
HOP-92	57	106	92	93	96	49	66	85	109&93
A549/ATCC	23	89	100	105	109	65	52	43	105&99
UACC-62	31	99	103	97	105	52	75	49	101&106
HOP-62	17	99	99	108	x	82	90	80	84
EKVX	70	98	87	83	107	x	56	x	102&101

Of the compounds above, two contain a cyano group:
(49) CCOC(=O)c1cnn(-c2nc(-c3ccc(F)cc3)c(C#N)c(N3CCOCC3)n2)c1N
(53) N#CC(CCc1nc(N)nc(N)n1)(CCc1nc(N)nc(N)n1)c1ccccc1
screen / no.	49	53
M14	106	97
CCRF-CEM	93	x
RPMI-8226	103	109
HOP-92	99	92
A549/ATCC	94	100
UACC-62	91	103
HOP-62	111	99
EKVX	93	87

Some of the entries above, set out differently:
Values in the order: M14 | CCRF-CEM | RPMI-8226 | HOP-92 | A549/ATCC | UACC-62 | HOP-62 | EKVX
59) CCC1=C(C)CN(C(=O)NCCc2ccc(S(=O)(=O)NC(=O)NC3CCC(C)CC3)cc2)C1=O (configuration not stated)
    102&109 | 105&93 | 105&106 | 109&93 | 105&99 | 101&106 | 84 | 102&101
58) CCOC(=O)c1c(Cl)c2c(n1Cc1ccccc1)-c1oncc1CCC2
    55 | 60 | 51 | 85 | 43 | 49 | 80 | x
